Screening results (PubChem BioAssay)
Runt-SMMHC FRET: inhibitors of RUNX1 Runt–CBFb-SMMHC binding, primary screen, biochemical, FRET, Cerulean-Runt, Venus-CBFb-SMMHC, uHTS; Cerulean-Runt/Venus-CBFb-SMMHC FRET ratio 530/480, 1 h; inhibition, % at 20 µM; hit rate 0.74% among 220,000;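 active = mean inhibition across duplicate retests at 20 µM reaching about 50%, limit read from the data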;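 note: 0% = DMSO wells and 100% = wells with excess untagged CBFb-SMMHC; inhibitors lower the FRET ratio by blocking Runt binding to CBFb-SMMHC; some results filed as inactive read as strong as hits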
NCF1 inh: p47phox/p22phox peptide binding inhibitors, primary screen, biochemical, uHTS, NADPH oxidase regulatory subunit; AID 1274, 2008; hit rate 0.53% among 220,000; fluorescence polarization, 2 h; inhibition, % at 24.7 µM;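 active = inhibition above about 30%, limit read from the data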;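 note: 0% = p47phox with labelled peptide and 100% = labelled peptide alone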
Target sequence (P14598 whole entry, looked up): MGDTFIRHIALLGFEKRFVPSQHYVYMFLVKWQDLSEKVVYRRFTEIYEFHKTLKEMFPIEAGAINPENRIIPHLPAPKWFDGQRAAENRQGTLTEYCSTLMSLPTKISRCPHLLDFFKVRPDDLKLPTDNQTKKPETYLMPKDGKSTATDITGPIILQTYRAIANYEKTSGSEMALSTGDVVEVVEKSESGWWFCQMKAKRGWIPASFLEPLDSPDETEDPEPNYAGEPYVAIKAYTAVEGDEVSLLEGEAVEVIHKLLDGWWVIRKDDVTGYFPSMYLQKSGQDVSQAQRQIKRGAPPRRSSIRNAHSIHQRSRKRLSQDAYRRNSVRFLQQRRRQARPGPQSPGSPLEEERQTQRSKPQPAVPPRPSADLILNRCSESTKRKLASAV
EBV gp42 inh: Epstein-Barr virus gp42 inhibitors, primary screen, biochemical, uHTS, fluorescence polarization | Glycoprotein 42 (Epstein-Barr virus (strain AG876)), Q1HVG2 | Fluorescence polarization binding assay, mP read-out | inhibition, % (tested at 21.74 µM) | hit rate 0.42% among 220,000; in the data active = inhibition above about 50%
TbHK1 inh: Trypanosoma brucei hexokinase 1 inhibitors, primary screen, biochemical, G6PDH-coupled NADH absorbance, MLSCN library; hexokinase 1 [Trypanosoma brucei]; recombinant TbHK1, G6PDH-coupled NADH A340; inhibition, % at 10 µM; hit rate 0.11% among 220,000;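 active = inhibition of 50% or more in the single-dose primary screen; inactive = inhibition below 50%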
Hck Nef HTS: inhibitors of Nef-activated human Hck kinase, primary screen, biochemical, Z-Lyte FRET, 384-well, Hck-YEEI; inhibition, % at 20 µM; Recombinant Hck-YEEI plus Nef, Z-Lyte FRET kinase assay; hit rate 0.68% among 220,000; Tyrosine-protein kinase HCK (Homo sapiens), P08631;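 active = Hck-Nef kinase inhibition above about 50%, limit read from the data; inactive = inhibition below that limit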;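 note: 0% = DMSO with Hck plus Nef and 100% = Hck alone without Nef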
Target sequence (P08631 whole entry, looked up): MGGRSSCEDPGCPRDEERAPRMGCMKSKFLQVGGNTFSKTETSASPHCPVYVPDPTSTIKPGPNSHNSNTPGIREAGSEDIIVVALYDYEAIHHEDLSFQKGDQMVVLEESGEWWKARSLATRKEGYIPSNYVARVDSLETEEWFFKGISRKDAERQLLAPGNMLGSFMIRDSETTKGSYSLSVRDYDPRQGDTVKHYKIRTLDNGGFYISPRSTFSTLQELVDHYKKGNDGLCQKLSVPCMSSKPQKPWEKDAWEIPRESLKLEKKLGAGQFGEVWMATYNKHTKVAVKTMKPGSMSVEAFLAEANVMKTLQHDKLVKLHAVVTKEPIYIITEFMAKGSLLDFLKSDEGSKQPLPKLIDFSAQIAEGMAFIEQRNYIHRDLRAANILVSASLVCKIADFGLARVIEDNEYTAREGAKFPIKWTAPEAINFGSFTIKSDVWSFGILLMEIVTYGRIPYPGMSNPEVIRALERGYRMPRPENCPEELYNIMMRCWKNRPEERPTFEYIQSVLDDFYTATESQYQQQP
Runt-CBFb FRET: inhibitors of RUNX1 Runt–CBFb binding, primary screen, biochemical, FRET, Cerulean-Runt, Venus-CBFb, uHTS; Cerulean-Runt/Venus-CBFb FRET ratio 530/480, 1 h; inhibition, % at 20 µM; Runt-related transcription factor 1 (Homo sapiens) + Core-binding factor subunit beta …; hit rate 0.46% among 220,000;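 active = inhibition over about 50% at 20 µM in the single-dose screen, limit read from the data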;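 note: 0% = DMSO wells and 100% = excess unlabeled CBFb competitor control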
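Assay system: Cerulean-Runt domain / Medium: Tris 50 mM pH 7.5, KCl, K2SO4, 0.01% BSA / Timing: protein complex preformed 1 h, compound exposure 1 h, room temperature, dark / Measured by: FRET, excitation 422 nm, emission at 530 and 480 nm / Evaluation: loss of energy transfer signal / Control set: 5 µM unlabeled CBFb as full-inhibition high control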
Mdm2 ligase inh: MDM2-luciferase reporter signal enhancers, primary screen, MDM2 E3 ligase inhibitor project, cell-based, luminescence, 1536-well; E3 ubiquitin-protein ligase Mdm2 (Homo sapiens), Q00987; cell-based MDM2 ubiquitination luciferase reporter, 2 h; 0 = plate control, 100 = twice control, blank-subtracted; signal enhancement, % at 5 µM; hit rate 0.11% among 210,000; AID 1230, 2008;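 active = signal enhancement of 30% or more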;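 note: luminescence tracks abundance of the self-degrading MDM2-luciferase fusion protein; higher signal means inhibition of MDM2 E3 ligase activity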
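Material: Stable MDM2–luciferase fusion reporter cells | Amount: 2000 cells seeded into each well | Dosing: One concentration, 5 µM, with 0.2% DMSO | Incubation: 4 h cell settling then 2 h compound exposure, 37 °C | Measured by: Luciferase luminescence | Read-out basis: % enhancement relative to plate controls after blank subtraction | Benchmarks: Control and blank well means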
zVAD death inh: inhibitors of zVAD-triggered necroptosis, primary screen, L929 cells; L929 zVAD necroptosis rescue, ATP luminescence, 24 h; with zVAD 60 µM; viability rescue, % at 10 µM; hit rate 0.38% among 220,000;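 active = activation, scaled between plate controls, above about 75%, limit read from the data; inactive = activation under that limit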;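 note: 0% = zVAD with DMSO and 100% = DMSO alone without zVAD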
14-3-3 Bad PPI: inhibitors of 14-3-3 zeta/Bad binding, primary screen, biochemical, TR-FRET, bovine 14-3-3 zeta; inhibition, % at 21.7 µM; hit rate 0.71% among 220,000; TR-FRET 14-3-3zeta/Dy647-pBad peptide displacement, 1 h;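 active = inhibition above about 70%, limit read from the data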;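 note: 0% = full 14-3-3 plus peptide FRET controls and 100% = background without 14-3-3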
Starred values were filed as active, the others as inactive; · = no result given; [ ] = remark or other dose.

SMILES | Runt-SMMHC FRET | NCF1 inh | EBV gp42 inh | TbHK1 inh | Hck Nef HTS | Runt-CBFb FRET | Mdm2 ligase inh | zVAD death inh | 14-3-3 Bad PPI
OCCC1CN(Cc2ccc3c(c2)CCO3)CCN1Cc1ccc(F)cc1 (centres undefined) | 0 | -6 | -13 | 1 | 11 | 0 | -13 | 0.4 | -3
O=C(NCCCN1CCCCCC1)c1ccc(CS(=O)(=O)Cc2ccccc2F)o1 | 8 | 89* | 4 | -44 | -1 | -1 | -3 | 0.5 | -97[fluorescence artefact?]
Cc1ccccc1Cn1ccc(NC(=O)c2nc3ncccn3n2)n1 | 3 | 7 | -14 | 3 | 0 | 0 | -3 | · | 1[fluorescence artefact?]
CS(=O)(=O)N1CCC(C(=O)NCCc2ccccc2)CC1 | 1 | 13 | -21 | 0 | -1 | 1 | 0 | -0.7 | -1
COc1ccc(C(Cl)=C(c2ccc(OC)cc2)c2ccc(OC)cc2)cc1 | -4 | 11 | -10 | -3 | -9 | -1 | · | 3.6 | -1
CCOc1ccc(Br)cc1C(=O)N/N=C/c1ccc([N+](=O)[O-])cc1 | -5 | 6 | 20 | -15 | 17 | -1 | -3 | 0.5 | 6
CCC(=O)Nc1ccc(S(=O)(=O)NCc2ccco2)cc1 | -2 | -18 | -15 | 3 | 6 | 0 | -5 | 0.1 | -1
CCOC(=O)N1CCN(c2c(NCc3ccc(Cl)cc3)c(=O)c2=O)CC1 | -2 | 6 | -6 | -12 | 0 | 2 | -4 | -0.2 | 11
CCN(CC)C(=O)c1sc(N2C(=O)Nc3ccccc3N2O)c(C(=O)OC)c1C | -1 | 6 | -17 | -12 | 24 | 0 | -17 | 6.1 | -5
C/C(Cl)=C\Cn1c(O)c(N=NC(N)=S)c2cc(Br)ccc21 | -4 | -7 | 1 | -3 | 24 | -4 | -6 | -3.2 | -23
CC(NC(=O)C1CC2CCCC(C1)C2=O)c1ccccc1 (centres undefined) | 4 | -18 | -22 | -3 | 7 | -1 | -13 | -0.4 | 3
Cc1ccc(Nc2nc(NCC3CCCO3)nc(N)c2[N+](=O)[O-])cc1C (centres undefined) | 1 | 13 | -15 | -15 | 9 | -6 | -3 | 2.7 | 3
CN1CCN(CC(=O)N2N=C(c3cccs3)CC2c2ccco2)CC1 (centres undefined) | -1 | -12 | -13 | -7 | 2 | 0 | 6 | -0.6 | 3
C=CCSc1ncccc1C(=O)NCc1ccc(C)cc1 | 0 | -9 | 10 | 7 | 0 | -1 | -7 | 0.2 | -5[fluorescence artefact?]
CCc1ccccc1NC(=S)N1N=CCC1c1ccccc1 (centres undefined) | -1 | 4 | 6 | 1 | 9 | -1 | 2 | 0.0 | -10
COCC(=O)OCC(=O)c1cc(C)n(-c2ccc(Br)cc2)c1C | 2 | 0 | 5 | 0 | 25 | 1 | -10 | -0.1 | -5
Cc1cc(C)n2c(SCc3ccccc3Cl)nnc2n1 | 1 | -2 | -5 | -2 | 0 | 2 | -5 | 0.7 | 3
O=C(NCc1ccc(Cl)cc1)c1cc2ccccn2n1 | 1 | -8 | -14 | 4 | 0 | 0 | -12 | 1.2 | 0
Cc1occc1-c1nnc(SCC(=O)NCCc2ccccc2)n1Cc1ccccc1 | -4 | -7 | 5 | 0 | 0 | -3 | -11 | -0.1 | 13
COc1cc(CN2CCNC(=O)C2CC(=O)N2CCc3ccccc3C2)cc(OC)c1 (centres undefined) | 0 | 0 | -15 | -8 | 13 | 0 | 4 | -0.8 | 13
CCN(CC)c1ccc(CC(=O)NC(C)Cc2ccccc2)cc1 (centres undefined) | 6 | -11 | -13 | -5 | 0 | 1 | -4 | -0.2 | 5
O=c1c(Cc2ccc(Cl)cc2)c(O)ccn1Cc1ccncc1 | -3 | -54 | -1 | -5 | -28 | -2 | -1 | 2.9 | -6
O=C(NN1C(=O)C2C3CCC(O3)C2C1=O)c1ccc(Cl)cc1 (centres undefined) | 1 | -9 | -3 | -1 | 6 | -1 | 4 | 1.0 | 8
CCc1nc(SCc2ccc(C(=O)OC)o2)c2c(=O)n(C)c(=O)n(C)c2n1 | -4 | 10 | -7 | 0 | 2 | · | -5 | -0.1 | 9
CCC(CC)NC(=O)C1CCN(S(=O)(=O)c2cccs2)CC1 | 2 | -13 | -6 | -4 | 1 | -1 | 23 | -1.2 | -8[fluorescence artefact?]

Printed as active in NCF1 inh (from the list above):
canonical_smiles | Runt-SMMHC FRET | NCF1 inh | EBV gp42 inh | TbHK1 inh | Hck Nef HTS | Runt-CBFb FRET | 14-3-3 Bad PPI
O=C(NCCCN1CCCCCC1)c1ccc(CS(=O)(=O)Cc2ccccc2F)o1 | 8 | 89* | 4 | -44 | -1 | -1 | -97[fluorescence artefact?]

Complete entries, looked up by structure:
Listed for O=C(NCCCN1CCCCCC1)c1ccc(CS(=O)(=O)Cc2ccccc2F)o1 : Runt-SMMHC FRET = 8; NCF1 inh = 89*; EBV gp42 inh = 4; TbHK1 inh = -44; Hck Nef HTS = -1; Runt-CBFb FRET = -1; Mdm2 ligase inh = -3; zVAD death inh = 0.5; 14-3-3 Bad PPI = -97[fluorescence artefact?]
Listed for CCN(CC)c1ccc(CC(=O)NC(C)Cc2ccccc2)cc1 (centres undefined) : Runt-SMMHC FRET = 6; NCF1 inh = -11; EBV gp42 inh = -13; TbHK1 inh = -5; Hck Nef HTS = 0; Runt-CBFb FRET = 1; Mdm2 ligase inh = -4; zVAD death inh = -0.2; 14-3-3 Bad PPI = 5

(more compounds)
SMILES | Runt-SMMHC FRET | NCF1 inh | EBV gp42 inh | TbHK1 inh | Hck Nef HTS | Runt-CBFb FRET | Mdm2 ligase inh | zVAD death inh | 14-3-3 Bad PPI
CCOc1ccccc1CN1CCN(Cc2ccc(C)o2)CC1CCO (centres undefined) | 2 | -7 | -14 | 1 | 21 | 2 | -6 | 0.2 | -7
Cc1nc(C(F)(F)F)c(C(=O)N/N=C(\N)c2cccnc2)s1 | -2 | -5 | -12 | -13 | 21 | 0 | 17 | 6.0 | -9
Cc1nc(Cc2ccc(OC(C)C)cc2)[nH]c(=O)c1CC(=O)O | 0 | -2 | 6 | 2 | 21 | -1 | -15 | -0.5 | -6
Cc1ccccc1-n1cc(CNC(=O)CCc2nnc(CCc3ccccc3)o2)cn1 | -2 | 3 | -6 | 3 | 13 | -2 | -14 | -2.3 | -7
CCOc1ccc(N2C(=O)C3Sc4[nH]c(=O)sc4C(c4ccc(OC)c(OC)c4)C3C2=O)cc1 (centres undefined) | -1 | -15 | -20 | -8 | 24 | 11 | -10 | -0.1 | -2
COC(=O)C1=C(C)N(C)C(=O)/C1=C\c1ccco1 | -1 | 1 | -3 | -21 | -2 | 0 | -10 | -0.3 | -3[fluorescence artefact?]
Nc1nc(-c2ccc(-c3ccccc3)cc2)cs1 | 3 | -10 | -14 | -7 | 18 | 3 | -28 | 0.3 | -2
CC(C)NC(=O)C1CCN(C2CCN(Cc3cn[nH]c3-c3ccccc3)CC2)CC1 | -2 | -13 | -13 | -4 | 20 | 0 | -8 | -0.2 | -4
O=S(=O)(Cc1ccc(Cl)cc1)Nc1ccc2c(c1)OCO2 | 28 | -3 | -13 | -1 | 2 | -1 | -13 | -1.5 | 3
CC(C)CNC(=O)c1cc2nc3c(c(C(F)(F)F)n2n1)CCc1ccccc1-3 | 0 | -10 | -18 | -8 | 1 | -3 | -20 | 0.2 | 9[fluorescence artefact?]
O=[N+]([O-])c1ccc([C@H](O)[C@H](CO)N=Cc2ccccc2O)cc1 | -4 | -8 | -18 | -13 | -1 | 3 | 0 | 0.8 | 14[fluorescence artefact?]
N#C/C(=C/c1ccc(C(=O)O)cc1)C(=O)NCc1ccccc1 | 1 | -16 | -2 | -9 | 1 | -2 | -1 | -0.2 | 0
Cc1ccccc1Cn1c(=O)n(CCCC(=O)NCc2ccco2)c(=O)c2ccccc21 | -2 | -13 | -8 | 0 | -8 | -1 | 0 | 1.6 | 2[fluorescence artefact?]
CCOc1ccc(C(=O)Nc2ccc(C(F)(F)F)n(C)c2=O)cc1 | 1 | -7 | 5 | -2 | -11 | 0 | -4 | · | 10
COc1ccc(-c2cc(C(=O)Nc3ccc(S(=O)(=O)Nc4onc(C)c4C)cc3)c3ccccc3n2)cc1OC | -8 | -14 | -10 | -36 | 3 | -5 | -14 | 0.3 | 23
O=C1Cn2c(nc3ccccc32)-c2ccccc2N1 | 0 | -11 | 4 | -8 | 5 | 0 | -10 | 3.5 | 5
CN1CCN(c2ccccc2NC(=O)c2ccccc2F)CC1 | -6 | -9 | -25 | -8 | 32 | 2 | -26 | -0.1 | 0
CCCNC(=S)N1CCC(C(=O)c2ccc(OC)cc2)CC1 | -1 | -2 | -8 | 1 | 3 | -3 | -8 | 1.2 | -9
CCC(CC)c1nnc(NC(=O)c2cc(C(=O)OC)cc([N+](=O)[O-])c2)s1 | 21 | -1 | -3 | -10 | 4 | 19 | -4 | · | -2[fluorescence artefact?]
COc1ccc(N(C)S(=O)(=O)c2cccc(C(=O)Nc3ccc(-n4cnnn4)cc3)c2)cc1 | -6 | -35 | -36 | -8 | -1 | -3 | -25 | 0.0 | -10[fluorescence artefact?]
CCN(C(=O)Cc1ccc(Br)cc1)C1CCCCC1 | 5 | -14 | -10 | -1 | 2 | 1 | -6 | -0.6 | -8
CCOc1ccc(N(CC(=O)NC(C(C)C)C(C)C)S(=O)(=O)c2ccc(OC)c(OC)c2)cc1 | -4 | -6 | -5 | -5 | -9 | -8 | -11 | 2.8 | -1
CCCCOc1ccc(N2C(=O)CC(NCCc3ccc(S(N)(=O)=O)cc3)C2=O)cc1 (centres undefined) | 1 | -9 | -11 | -5 | -2 | 1 | -9 | 0.2 | 5
Cc1cc(C(=O)OCC(=O)NC(C)C)c2ccccc2n1 | 1 | 9 | -8 | -15 | 15 | 0 | 4 | 0.6 | -1
C/C(Cl)=C\CNC(C)c1ccccc1 (centres undefined) | 1 | -3 | -2 | 1 | 3 | 0 | -14 | 0.5 | 24
Oc1ccc(CN2CCCCC2)c2cccnc12 | 0 | 2 | -7 | 5 | 6 | 2 | -3 | 3.5 | -12
CCNC(=O)NC(C(=O)OC)C12CC3CC(CC(C3)C1)C2 (centres undefined) | 1 | -7 | -5 | -9 | -1 | 0 | -8 | 0.0 | 2
CNC(=S)NNC(=O)c1ccccc1Cl | 2 | -12 | -13 | -8 | 11 | -1 | -8 | 0.6 | 40
COc1ccc(C2NC(=S)NC(C)=C2C(=O)N2CCOCC2)cc1 (centres undefined) | 2 | 5 | -1 | 5 | 13 | 5 | -9 | -0.7 | 4
